NPR1 activator – GC-A (human) enzyme activation; P16066; HEK293 GC-A cells, cGMP TR-FRET, EC30 ANP; 0% at EC30 ANP, 100% saturating ANP; activation, % at 10 µM; actives 0.14% (n = 370,000); in the data active means activation above about 40%
FXN GAA850 act – increases GAA850 frataxin promoter reporter activity; activation, % at 6 µM; HEK293 lucGAA850 FXN promoter luciferase reporter, 24 h; percent of 10 µM SAHA response; actives 0.56% (n = 360,000); AID 540364;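 active means activation above the average of all compounds screened plus 3 SD, cutoff fixed separately per campaign, cut at about 7.5% in these data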;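 further: 0% = DMSO wells and 100% = 10 µM SAHA wells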
DDE Tn6 FP inh – disrupts Tn6 cyclic peptide binding to fibrin D-Dimer-E complex; P02675; Fibrin DD(E) TRITC-Tn6 fluorescence polarization displacement; actives 0.21% (n = 370,000); inhibition, % at 8.3 µM; AID 720509;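 active means inhibition above a per-campaign cutoff: mean of compounds within control limits plus 3 SD, cut at about 15% in these data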;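 further: 0% = median of all compound wells on the plate and 100% = blocking peptide control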
ADAM10 inh – inhibitors of human ADAM10. O14672. recombinant ADAM10, EDANS/DABCYL FRET peptide cleavage, 3 h. inhibition, % at 7 µM. actives 0.62% (n = 370,000). AID 720582;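 active means inhibition above a per-campaign cutoff equal to the mean of compounds falling between control-based bounds plus 3 SD, cut at about 20% in these data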;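 further: 0% = DMSO wells while the 100% control is not disclosed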
Target sequence (O14672 214-748 limits assumed): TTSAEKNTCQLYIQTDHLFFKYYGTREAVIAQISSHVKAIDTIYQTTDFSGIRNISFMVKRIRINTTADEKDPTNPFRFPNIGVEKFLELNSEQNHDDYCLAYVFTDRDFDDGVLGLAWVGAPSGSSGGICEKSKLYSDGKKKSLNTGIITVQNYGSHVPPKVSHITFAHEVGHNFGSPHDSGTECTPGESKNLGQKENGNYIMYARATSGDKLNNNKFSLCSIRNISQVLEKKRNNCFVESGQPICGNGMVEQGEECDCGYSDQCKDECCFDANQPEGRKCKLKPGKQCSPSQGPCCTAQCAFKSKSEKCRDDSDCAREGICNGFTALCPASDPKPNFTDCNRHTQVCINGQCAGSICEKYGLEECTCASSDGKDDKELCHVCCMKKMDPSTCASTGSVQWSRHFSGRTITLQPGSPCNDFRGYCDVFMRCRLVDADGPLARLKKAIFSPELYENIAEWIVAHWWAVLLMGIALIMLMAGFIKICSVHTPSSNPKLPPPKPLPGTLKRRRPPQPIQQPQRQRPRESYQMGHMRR
sPLA2-III inh – Inhibits HGIII-sPLA2 liposome hydrolysis, primary screen; inhibition, % at 12.2 µM; actives 0.56% (n = 370,000); QFRET BODIPY PC-A2 liposome hydrolysis, fluorescence; AID 743126;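 active means inhibition above mean plus 3 SD of compounds lying within the high and low control bounds, cut at about 19% in these data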;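 further: 0% = median of test compound wells and 100% = no enzyme DMSO wells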
ARFGAP1 inh – rat ARFGAP1 inhibition; Arfgap1-stimulated ARF1 GTP hydrolysis, GDP FP detection; AID 651572; actives 0.26% (n = 360,000); inhibition, % at 16.5 µM; Q62848;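 active means inhibition above a per-plate limit, mean inhibition of low control wells plus 3 SD, cut at about 25% in these data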;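 further: 0% = DMSO wells with enzyme and 100% = wells lacking Arfgap1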
Target sequence (Q62848 1-136 limits assumed): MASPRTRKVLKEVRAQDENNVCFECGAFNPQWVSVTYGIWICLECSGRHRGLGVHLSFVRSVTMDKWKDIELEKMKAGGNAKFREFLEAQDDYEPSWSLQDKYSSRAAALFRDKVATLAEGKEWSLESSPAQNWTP
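System: truncated rat Arfgap1 GAP domain / Benchmarks: high control wells lacking Arfgap1, low control full reaction with DMSO / Times: compound-enzyme preincubation 20 min, reaction 120 min, detection 60 min, 25 °C / Repeats: one replicate per compound / Also added: human ARF1(Δ1-17)-GTP substrate / Measured by: Tracer-displacement fluorescence polarization with EDTA stop, 620/688 nm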
ASAP1 inh – blocks human ASAP1-stimulated Arf1 GTP hydrolysis; GDP FP detection; inhibition, % at 16.5 µM; AID 624377; actives 0.19% (n = 360,000); Q9ULH1; in the data active means inhibition above about 25%;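 further: 0% = vehicle with enzyme and substrate and 100% = no enzyme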
Target sequence (Q9ULH1 325-724 limits assumed): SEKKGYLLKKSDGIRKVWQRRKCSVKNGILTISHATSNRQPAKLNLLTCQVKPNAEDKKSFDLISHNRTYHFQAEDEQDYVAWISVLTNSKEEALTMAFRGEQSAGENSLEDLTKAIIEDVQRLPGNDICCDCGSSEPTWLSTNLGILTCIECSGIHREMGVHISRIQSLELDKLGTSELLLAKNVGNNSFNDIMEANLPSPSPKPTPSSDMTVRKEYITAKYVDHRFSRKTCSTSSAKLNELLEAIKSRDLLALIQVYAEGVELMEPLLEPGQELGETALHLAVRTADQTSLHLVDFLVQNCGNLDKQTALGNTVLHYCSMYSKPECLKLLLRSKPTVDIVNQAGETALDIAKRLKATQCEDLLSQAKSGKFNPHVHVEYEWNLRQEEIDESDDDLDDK
NPR2 activator – GC-B (human) receptor activation; activation, % at 10 µM; HEK293-GC-B cells, CNP EC30, cGMP TR-FRET; 0% at EC30 CNP, 100% saturating CNP; actives 0.11% (n = 370,000); P20594;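 active means activation at 10 µM reaching about 35% in either raw or pattern-adjusted values, limit read from the data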
KLK7 zymogen act – activates the human kallikrein-7 zymogen; actives 0.9% (n = 370,000); activation, % at 7 µM; purified proKLK7, EDANS-DABCYL substrate fluorescence; 100% is mature enzyme control, 0% vehicle; P49862; AID 652039;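 active means activation above the mean of all tested compounds plus 3 SD, computed per campaign excluding outliers beyond control limits, cut at about 13% in these data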
rCAG RNA binder – r(CAG) repeat RNA binding; TO-PRO-1 dye displacement fluorescence; inhibition, % at 3 µM; actives 1.3% (n = 370,000); AID 651821;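 active means inhibition above the plate cutoff, the mean of all test compounds on that plate plus 3 SD, cut at about 35% in these data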;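 further: 0% = DMSO alone and 100% = 100 µM mitoxantrone as full dye displacement; higher means more dye released from RNA so lower well fluorescence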
* marks the source's active call; other numbers are inactive results; / = not tested or not shown.

SMILES	NPR1 activator	FXN GAA850 act	DDE Tn6 FP inh	ADAM10 inh	sPLA2-III inh	ARFGAP1 inh	ASAP1 inh	NPR2 activator	KLK7 zymogen act	rCAG RNA binder
Cc1cccc(NC(=S)NNC(=O)c2cccc([N+](=O)[O-])c2)c1	2	1.3	5	21*	14	10	-5	-4	-0.3	19
C/C(=C\C(=O)c1ccc(Br)cc1)NCc1ccc(C)cc1	3	-1.1	4	4	-13	18	-10	-3	-0.5	-2
Fc1ccc2nc(Nc3nc4cc5c(cc4s3)OCCO5)sc2c1	0	4.3	-17	-381	24*	11	5	-9	-16	28
Cc1ccc(N(C(=O)c2sc(C)nc2C)C(C(=O)NC(C)(C)C)c2ccncc2)cc1 (stereo not given)	-7	1.5	-2	4	3	-6	12	-7	0.2	-5
COc1ccc(OCc2cc(C(=O)NC(C)Cc3cnccn3)no2)c(Cl)c1 (stereo not given)	10	1.0	-5	2	0	1	1	3	-0.1	-1
Cc1ccc(NS(=O)(=O)c2cn(C)c(=O)n(C)c2=O)cc1C	0	-0.1	-1	-15	3	12	2	1	1.5	1
COc1ccccc1NC(=O)Nc1ccc(F)c(F)c1	1	2.6	-4	8	-8	3	1	-5	1.2	2
CC1=CCC(C(=O)O)(C(=O)N/N=C/c2cccs2)C(c2ccc([N+](=O)[O-])cc2)C1 (stereo not given)	0	-2.5	5	3	-6	-1	-10	2	0.8	16
CN(CP(=O)(O)CN(C)S(C)(=O)=O)S(C)(=O)=O	0	2.0	3	-9	6	4	-3	3	-0.3	8
O=C1CN(S(=O)(=O)c2cc(Cl)ccc2Cl)c2ccccc2N1	4	0.5	-8	4	-2	7	-3	-2	3.5	2
COc1cccc(NC(=O)COC(=O)CCCC2=NS(=O)(=O)c3ccccc3N2)c1	-4	-0.1	-2	6	-1	1	6	-3	0.2	8
COc1ccc(OCCCN2CCCCCC2)cc1	-2	3.3	9	-13	2	4	-11	1	-0.2	-3
O=C(NC(=S)Nc1ccccc1Cl)c1ccco1	1	3.4	-4	-2	6	-7	-3	-5	-0.1	-2
Cc1noc(C)c1COc1cccc(C(=O)OCC(=O)NCCN2C(=O)CSC2=O)c1	0	2.0	-2	-1	-3	1	1	0	-0.2	1
CC(=O)Oc1ccc(/C=N/NC2=NS(=O)(=O)c3ccccc32)cc1	0	0.8	4	5	0	4	-7	3	0.8	3
COc1ccccc1C1CC(c2cccs2)=Nc2ccccc2S1 (stereo not given)	-10	6.9	-2	-9	-9	0	5	-3	12	2
CCOC(=O)C1(Cc2ccccc2C)CCCN(C(=O)c2ccnn2C)C1 (stereo not given)	0	2.0	-6	-3	6	2	-8	-2	-0.1	-3
Cc1ccc2c(c1)NC(=O)C(CC(=O)NC1CCCCC1C)O2 (stereo not given)	3	0.7	0	-12	2	11	-3	-5	-0.7	-4
CC(=N)C1=C(O)CC(c2ccccc2)CC1=O (stereo not given)	3	-1.9	-3	4	-1	7	-12	2	-0.8	2
COC(=O)C(Cc1c[nH]c2ccccc12)NC(=O)C(=O)c1c[nH]c2ccccc12 (stereo not given)	-2	-1.4	-1	19	-121	24	2	-5	-0.4	13
O=c1[nH]c(-c2ccc(F)cc2)nc2c1sc(=S)n2-c1ccccc1	0	0.1	4	1	-2	-7	12	5	-0.5	6
CN(C)/N=C/C=C1\CCC/C(=C\c2ccc(F)c(F)c2)C1=O	16	-1.3	5	-5	8	6	-10	3	0.0	-7
NC(=S)N/N=C/c1cccc(O)c1O	-2	6.6	8	-4	10	0	-1	2	-10	6
Cc1ccc(-c2ccc(=O)n(CCC(=O)NCCN3CCCCC3C)n2)cc1 (stereo not given)	2	1.4	6	-15	-4	-5	9	-1	0.8	-4
O=C1NC[C@H](CCCCN2CCN(CC3CCCCC3)C(=O)C2=O)N(Cc2ccccc2)C1=O	6	/	6	1	-5	7	-7	-4	-0.4	0

Entries shown so far that have a halogen, in the order listed:
SMILES	NPR1 activator	FXN GAA850 act	DDE Tn6 FP inh	ADAM10 inh	sPLA2-III inh	ARFGAP1 inh	ASAP1 inh	NPR2 activator	KLK7 zymogen act	rCAG RNA binder
C/C(=C\C(=O)c1ccc(Br)cc1)NCc1ccc(C)cc1	3	-1.1	4	4	-13	18	-10	-3	-0.5	-2
Fc1ccc2nc(Nc3nc4cc5c(cc4s3)OCCO5)sc2c1	0	4.3	-17	-381	24*	11	5	-9	-16	28
COc1ccc(OCc2cc(C(=O)NC(C)Cc3cnccn3)no2)c(Cl)c1 (stereo not given)	10	1.0	-5	2	0	1	1	3	-0.1	-1
COc1ccccc1NC(=O)Nc1ccc(F)c(F)c1	1	2.6	-4	8	-8	3	1	-5	1.2	2
O=C1CN(S(=O)(=O)c2cc(Cl)ccc2Cl)c2ccccc2N1	4	0.5	-8	4	-2	7	-3	-2	3.5	2
O=C(NC(=S)Nc1ccccc1Cl)c1ccco1	1	3.4	-4	-2	6	-7	-3	-5	-0.1	-2
O=c1[nH]c(-c2ccc(F)cc2)nc2c1sc(=S)n2-c1ccccc1	0	0.1	4	1	-2	-7	12	5	-0.5	6
CN(C)/N=C/C=C1\CCC/C(=C\c2ccc(F)c(F)c2)C1=O	16	-1.3	5	-5	8	6	-10	3	0.0	-7

Additional compounds:
SMILES	NPR1 activator	FXN GAA850 act	DDE Tn6 FP inh	ADAM10 inh	sPLA2-III inh	ARFGAP1 inh	ASAP1 inh	NPR2 activator	KLK7 zymogen act	rCAG RNA binder
CCn1c(SCC(=O)NC(=O)Nc2ccc3c(c2)OCCO3)nnc1-c1cccs1	-3	-3.0	-7	-4	-19	4	4	-4	0.4	-2
O=C(NNC(=O)c1ccc(Oc2ccc(C3SCCS3)cc2)o1)c1ccc(Cl)cc1	2	-0.7	5	6	-21	18	-5	6	0.3	4
CNC[C@@H]1OCc2ccccc2-c2ccccc2C(=O)N([C@H](C)CO)C[C@@H]1C	3	-5.5	4	4	0	17	-1	2	0.2	3
CCN(CC)C(=O)Cn1cc(/C=C(\C#N)C(=O)N2CCN(c3ccccc3)CC2)c2ccccc21	-1	-1.3	1	4	-6	2	0	-3	-0.5	2
O=C(NCc1cccnc1)C1CCC(c2ccc(Cl)cc2)CC1 (stereo not given)	-1	-2.5	1	3	-6	-8	-3	5	0.3	-5
COc1ccc(Cl)cc1NC(=O)CSc1nnc(-c2ccco2)o1	-3	-1.1	-3	-6	10	0	-4	3	-0.3	4
Cc1cccc(NC(=O)c2cc3c(n(-c4ccccc4)c2=O)CCCC3=O)n1	-5	-0.8	3	-12	7	17	3	8	-0.4	1
COc1ccccc1NC(=O)CN1C(=O)NC2(CCCc3ccccc32)C1=O (stereo not given)	-2	0.2	-3	3	3	-9	-3	3	0.2	2
COc1ccccc1C(=O)NN(C)C1=NS(=O)(=O)c2ccccc21	2	0.2	6	-2	2	-4	-3	-1	0.2	0
COc1ccc(C(=O)NCc2cc(C)nc3ccccc23)cc1	3	-4.7	-1	4	-1	-5	-7	-2	-0.2	1
O=C(C1CC1)N1N=C(c2ccccc2)CC1(O)C(F)(F)F (stereo not given)	4	0.8	-11	-3	-10	2	6	0	0.0	-2
Cc1cccc(N/C(N)=N/c2nc(C)cc(C)n2)c1	-6	-1.3	4	2	-1	7	11	-8	0.8	12
O=C(Cc1ccccc1)NN=Cc1ccccc1	0	0.4	5	-2	-1	-3	-13	1	0.1	0
Cc1cccc(C)c1NC(=O)CNC(=O)CCCN1C(=O)c2cccc3cccc(c23)C1=O	-6	1.1	0	-120	3	-11	5	-7	2.2	0
CCOP(=O)(c1ccc(N(C)C)cc1)C(O)c1ccncc1 (stereo not given)	7	3.0	3	4	2	-1	8	4	-0.1	-2
CSc1nc(N)cc(=O)[nH]1	-5	1.3	9	0	5	0	-3	3	0.9	-2
CCCCC[C@@H](C)N1C[C@@H](COCc2ccccc2)Oc2cc(N3CCC[C@@H]3COC)ccc2S1(=O)=O	3	/	-6	-11	0	7	1	5	-0.1	5
Cc1ccc(S(=O)(=O)NCCC(=O)OCC(=O)N(C)c2ccccc2)cc1	2	-3.3	6	2	-2	11	0	-1	0.5	-3
Cc1sc2ncnc(OCC(=O)c3ccc(S(=O)(=O)N4CCCC4)cc3)c2c1C	0	-2.5	-7	2	-37	6	4	-8	-0.7	5
Cc1nc(C2CCC3C4CCC5=CC(=O)CC[C@]5(C)C4CC[C@]23C)cs1 (stereo not given in full)	3	/	-4	2	2	1	-1	-1	0.7	-1
COc1ccc(CC(=O)NNC(=O)c2cccnc2)cc1OC	2	0.8	-11	-8	6	-3	-1	3	0.4	-5
CCn1c(SCC(=O)OC(C)C)nnc1-c1ccccc1	6	1.6	-4	0	4	4	-13	3	0.4	-6
Fc1ccccc1COc1ccc(/C=N/NC(=S)NCc2ccccc2)cc1	3	-2.1	-1	-12	8	12	2	0	-0.2	3
O=C1OCC2=C1C(c1ccc3c(c1)OCO3)c1cc3c(cc1O2)OCO3 (stereo not given)	5	-4.4	0	-3	7	4	8	-8	0.5	2
CCCn1c(=N)n(CC(=O)c2ccco2)c2ccccc21	-5	-2.5	1	-7	-6	1	-1	5	0.1	5
CCCOc1cccc(C2C(C(=O)c3cc4ccccc4o3)=C(O)C(=O)N2c2cc(C)on2)c1 (stereo not given)	7	1.1	0	6	-12	-9	-8	-8	1.0	44*
Cc1c(NC(=O)COC(=O)C2CC3C=CC2C3)c(=O)n(-c2ccccc2)n1C (stereo not given)	-1	1.1	7	-8	-2	0	0	3	-0.8	0
COC(=O)C1=C(C)N=C2SCCC(=O)N2C1c1cc(Br)ccc1OC (stereo not given)	-9	-1.2	-4	-11	-3	-11	2	-16	0.0	4

Three structures from above, ordered by count of non-hydrogen atoms, ascending:
SMILES	NPR1 activator	FXN GAA850 act	DDE Tn6 FP inh	ADAM10 inh	sPLA2-III inh	ARFGAP1 inh	ASAP1 inh	NPR2 activator	KLK7 zymogen act	rCAG RNA binder
CN(CP(=O)(O)CN(C)S(C)(=O)=O)S(C)(=O)=O	0	2.0	3	-9	6	4	-3	3	-0.3	8
Cc1ccc2c(c1)NC(=O)C(CC(=O)NC1CCCCC1C)O2 (stereo not given)	3	0.7	0	-12	2	11	-3	-5	-0.7	-4
O=c1[nH]c(-c2ccc(F)cc2)nc2c1sc(=S)n2-c1ccccc1	0	0.1	4	1	-2	-7	12	5	-0.5	6

Full records as entered above. Screens in order: NPR1 activator, FXN GAA850 act, DDE Tn6 FP inh, ADAM10 inh, sPLA2-III inh, ARFGAP1 inh, ASAP1 inh, NPR2 activator, KLK7 zymogen act, rCAG RNA binder
`O=C(NCc1cccnc1)C1CCC(c2ccc(Cl)cc2)CC1` (stereo not given) in the list: -1, -2.5, 1, 3, -6, -8, -3, 5, 0.3, -5
`COc1ccccc1NC(=O)CN1C(=O)NC2(CCCc3ccccc32)C1=O` (stereo not given) in the list: -2, 0.2, -3, 3, 3, -9, -3, 3, 0.2, 2
